L major viab – Leishmania major promastigote growth inhibition. Leishmania major promastigotes, resazurin fluorescence viability. inhibition, % at 10 µM. hit rate 9% among 200,000. AID 1063; in the data active = inhibition above about 50%;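 also: promastigotes grown with compound for 44 hours at 28 °C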
TNAP inh hiacc – TNAP (human) inhibition, high acceptor. P05186. purified TNAP, CDP-star luminescence, 1 M DEA. inhibition, % at 20 µM. hit rate 0.03% among 200,000. AID 1135;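 active = over 50% inhibition of tissue-nonspecific alkaline phosphatase at 20 µM in the single-dose screen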;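 also: plate controls were DMSO wells for no effect and EDTA-quenched wells as full inhibition for full effect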
Target sequence (P05186 whole entry, looked up): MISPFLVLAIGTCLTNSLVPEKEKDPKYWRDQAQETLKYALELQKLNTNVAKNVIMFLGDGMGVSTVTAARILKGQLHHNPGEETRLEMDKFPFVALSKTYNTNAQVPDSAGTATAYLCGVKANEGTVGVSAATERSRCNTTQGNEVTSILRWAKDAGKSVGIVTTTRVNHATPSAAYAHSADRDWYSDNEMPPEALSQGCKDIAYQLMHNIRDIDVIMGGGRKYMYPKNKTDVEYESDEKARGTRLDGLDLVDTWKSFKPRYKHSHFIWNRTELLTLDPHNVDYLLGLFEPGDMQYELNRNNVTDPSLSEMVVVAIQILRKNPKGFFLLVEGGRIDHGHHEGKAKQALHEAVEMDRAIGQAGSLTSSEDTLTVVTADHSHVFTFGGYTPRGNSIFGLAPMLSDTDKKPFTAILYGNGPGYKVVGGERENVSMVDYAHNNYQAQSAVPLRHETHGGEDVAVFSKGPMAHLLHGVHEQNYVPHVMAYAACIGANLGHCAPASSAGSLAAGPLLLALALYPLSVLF
TNAP inh noacc – blocks human TNAP activity with no phosphate acceptor present | P05186 | purified TNAP, CDP-star luminescence, 30 min | inhibition, % at 20 µM | hit rate 0.26% among 200,000 | AID 1012;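 active = tissue-nonspecific alkaline phosphatase inhibition above about 50% at 20 µM in the single-dose screen, limit read from the data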;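 also: 0% = DMSO negative control and 100% = EDTA positive control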
bIAP act – intestinal alkaline phosphatase (bovine) activation. purified bovine IAP, CDP-star luminescence, 30 min; active compounds read high; fold of DMSO-control signal, blank-subtracted. activation factor at 20 µM. hit rate 0.17% among 200,000;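 active = activation factor of 2 or more at 20 µM, a signal rise over negative controls twice the positive control's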
PMI activator – phosphomannose isomerase (human) activation; P34949; hit rate 0.005% among 190,000; purified human PMI, coupled resazurin fluorescence, 20 min; active compounds read high; 1 = vehicle control, 0 substrate-free wells; activation factor at 20 µM;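 active = activation factor of 2 or more at 20 µM, relative to plate controls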
Target sequence (P34949 whole entry, looked up): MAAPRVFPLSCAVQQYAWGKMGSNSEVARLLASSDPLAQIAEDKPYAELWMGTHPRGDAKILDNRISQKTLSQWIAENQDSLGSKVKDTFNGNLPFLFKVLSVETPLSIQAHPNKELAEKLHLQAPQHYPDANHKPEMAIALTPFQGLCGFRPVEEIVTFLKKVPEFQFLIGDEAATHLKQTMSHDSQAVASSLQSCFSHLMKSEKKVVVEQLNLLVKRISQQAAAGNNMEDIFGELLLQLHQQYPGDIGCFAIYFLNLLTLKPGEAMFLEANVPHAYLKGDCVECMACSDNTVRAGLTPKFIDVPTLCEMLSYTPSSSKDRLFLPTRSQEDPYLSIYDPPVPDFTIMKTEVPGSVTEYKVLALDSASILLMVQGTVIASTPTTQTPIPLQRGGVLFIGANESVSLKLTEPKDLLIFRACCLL
PMI act satM6P – increases human PMI activity with near-saturating mannose 6-phosphate; P34949; coupled PMI enzyme assay, resazurin fluorescence, 20 min; active compounds read high; 1 = untreated enzyme, 0 = substrate-free blank; activation factor at 20 µM; hit rate 0.34% among 190,000;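 active = activation factor of 2 or more at 20 µM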
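Test system – human PMI in coupled enzyme assay · Timing – 20 min incubation at room temperature · Detection – Diaphorase-driven resazurin-to-resorufin fluorescence, excitation 544, emission 590 nm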
Diaph act CS – activates diaphorase or chemically reduces, flagging diaphorase assay artifacts; Diaphorase/resazurin coupled assay, resorufin fluorescence, 16 min; active compounds read high; 1 = vehicle wells, 0 = NADH-free wells; activation factor at 20 µM; hit rate 0.005% among 190,000;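 active = diaphorase activity raised at least twofold by the compound at 20 µM; inactive = activation factor below 2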
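Material: bacterial diaphorase enzyme (C. kluyveri); amount: enzyme 0.07 U/mL final; reagent: NADH substrate 0.114 mM plus resazurin dye 0.1 mM, final; doses: single compound dose of 20 µM, 1% DMSO final; timing: 16 min enzyme reaction, ambient temperature; measured by: fluorescence of resorufin, 544 nm excitation, 590 nm emission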
bIAP inh – intestinal alkaline phosphatase (bovine) inhibition | 190,000 tested, under 10 active | inhibition, % at 20 µM | purified bovine IAP, CDP-star luminescence, 30 min;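 active = over 50% inhibition of intestinal alkaline phosphatase at 20 µM in the single-dose screen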
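Assay system – bovine IAP enzyme · Quantity – bovine IAP at 1/65,000,000 final dilution · Detection – CDP-star luminescence signal · Times – 30 min reaction at room temperature · Also added – CDP-star substrate at 30 µM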
TNAP act hi DEA – activators of human TNAP at high phosphate acceptor concentration; purified TNAP, CDP-star luminescence, 1 M DEA, 30 min; active compounds read high; 0 = EDTA background, 1 = DMSO-only activity; activation factor at 20 µM; 200,000 tested, under 10 active; AID 1136;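 active = activation factor at least 2 at 20 µM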
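Control set: EDTA negative control, DMSO positive control / Assay system: human TNAP / Quantity: TNAP 1/800 final / Evaluation: TNAP activation factor scaled between EDTA and DMSO control wells / Measured by: luminescent substrate turnover signal / Compound dosing: one dose, 20 µM / Times: 30 min enzyme reaction at room temperature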
Diaphorase inh – inhibits diaphorase or chemically oxidizes, flagging diaphorase assay artifacts. hit rate 0.69% among 190,000. AID 1217. inhibition, % at 20 µM. diaphorase resazurin-to-resorufin fluorescence, NADH, 16 min; bacterial (C. kluyveri) enzyme, not human;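 active = primary screen inhibition at 20 µM above a set limit, cut at about 50% in these data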;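 also: plate controls were DMSO with full reaction for no effect and wells lacking NADH for full effect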
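controls = No-NADH positive control and DMSO neutral control | system = Clostridium kluyveri diaphorase enzyme | timing = reaction incubation of 16 min at room temperature | signal = resorufin fluorescence 544/590 nm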
An asterisk follows results filed as active; nt = no result given. The order is random, and some 10% of all compounds hit somewhere here.

SMILES	L major viab	TNAP inh hiacc	TNAP inh noacc	bIAP act	PMI activator	PMI act satM6P	Diaph act CS	bIAP inh	TNAP act hi DEA	Diaphorase inh
O=C(CNC(=O)c1ccc(S(=O)(=O)N2CCCC2)cc1)N/N=C/c1ccco1	20	0	-4	1	1	1	1.1	1	1	-14
COc1ccc(CCN(C)C(=O)CN2C(=O)c3ccccc3S2(=O)=O)cc1OC	-1	-3	-10	1.1	1.1	1.2	0.9	-6	1	7
COc1ccc(Cl)cc1NC(=O)CN1CCC(n2nnc3ccccc32)CC1	13	-3	-11	0.9	1	1.1	0.9	7	1	6
Cc1sc2nc(SCC(=O)O)[nH]c(=O)c2c1C	-1	-5	-2	1.2	0.9	0.9	0.9	-15	1	12
O=C(Nc1cccnc1)c1cn(-c2ccccc2)nc1-c1cccs1	9	-12	-14	0.8	0.8	0.9	0.7	22	1.1	30
CN(C)/C=C/C(=O)c1ccc(S(=O)(=O)c2ccccc2)cc1	-7	-2	-4	1	1	1	1	-2	1	4
Cc1cccc2c3nc4ccccc4nc3n(CCCN3C(=O)c4ccccc4C3=O)c12	2	0	-6	1.1	1	1	0.8	-7	1	22
S=C(NCCc1ccncc1)Nc1ccccc1	11	-7	-8	1	1.1	1	0.9	4	1.1	6
CCOCCCNC(=S)Nc1ccc(S(N)(=O)=O)cc1	-5	-1	-6	1.1	1	1	1	-14	1	5
CC(=O)c1sc(N/N=C2\CC3CCC2(C)C3(C)C)nc1C (configuration not stated)	83*	-3	-4	1.1	nt	nt	nt	-6	1	nt
Cc1ccccc1C1CC(c2ccccc2)Nc2ncnn21 (configuration not stated)	-1	-3	-14	1	0.9	1	0.9	-4	1	7
CC1CCc2nc(NC(=O)CN3CCOCC3)sc2C1 (configuration not stated)	6	-4	0	1	1.1	1.1	1	-2	1	4
Nc1n[nH]c(C2CCCCC2)n1	-7	-2	38	1	0.9	0.9	0.9	-3	1	5
COCc1[nH][nH]c(=O)c1C=Nc1ccc(Cl)cc1	2	-4	-24	1.1	0.9	0.9	0.8	-10	1	18
CC(NC(=O)Nc1ccc(Cl)c(Cl)c1)C(c1ccccc1)N1CCOCC1 (configuration not stated)	31	-11	-70	1.1	0.7	0.8	0.8	-15	1.1	23
Cc1onc(-c2c(F)cccc2Cl)c1C(=O)OCn1nnc2ccccc2c1=O	99*	4	5	0.7	1.1	0.9	0.9	27	1	6
COc1cc(/C=C/C(=O)OCC(=O)NC(=O)NC(C)(C)C)ccc1OCC#N	6	3	-3	1	1	0.9	1	4	1	4
Cn1c(SCC(=O)Nc2nccs2)nnc1-c1ccc(S(=O)(=O)N2CCCC2)cc1	0	-4	-12	0.9	0.9	1	0.9	8	1	8
CC(=O)Nc1ccc(S(=O)(=O)N(C)CC(=O)OCC(=O)Nc2ccc3c(c2)OCO3)cc1	40	-4	-3	0.7	1	0.9	0.9	32	1	11
CC(=O)c1cc(-c2ccccc2)n(CC(=O)NC(C)(C)C)c1C	-3	-3	-15	1.1	1.1	1.1	0.9	-9	1	6
Cc1cc(Cl)c2c(c1)[C@]1(C(=O)N2)[C@@H]2C(=O)N(Cc3ccccc3)C(=O)[C@@H]2[C@@H]2CCCN21	47	0	3	1	0.9	0.9	0.8	-5	1	17
OCCC1CN(Cc2cnc(-c3ccccc3)s2)CCN1Cc1ccccc1 (configuration not stated)	21	-7	-4	1.2	1	1	0.8	-23	1.1	20
CC1CCCC(C)N1/N=C/c1cc(Br)cc(Br)c1O (configuration not stated)	-5	3	-8	0.9	1	1.1	0.8	6	1	24
CC1CCN(C(=O)CSc2nnc(-c3ccco3)o2)CC1	35	-8	-17	1	0.9	1	0.9	4	1.1	12
CCOc1cc(C=O)cc(Cl)c1OCC(N)=O	7	1	-6	0.8	1	0.8	1	19	1	3
(list continues)
SMILES	L major viab	TNAP inh hiacc	TNAP inh noacc	bIAP act	PMI activator	PMI act satM6P	Diaph act CS	bIAP inh	TNAP act hi DEA	Diaphorase inh
CCN(C(=O)COC(=O)c1[nH]c(=O)[nH]c(=O)c1N)c1ccccc1	-7	-5	-1	1.1	1.2	1.2	1	-5	1	1
O=S(=O)(c1ccc(Cl)s1)N1CCN(C/C=C/c2ccccc2)CC1	83*	-5	-12	0.8	0.8	0.9	0.7	17	1.1	29
COc1ccc(-c2nc(CN3CCN(c4ccccc4OC)CC3)c(C)o2)cc1	8	-7	-8	1.1	0.9	0.9	0.9	-12	1.1	10
COC(=O)c1cc(COc2ccc3oc(C)c(C(=O)OC(C)C)c3c2)c(C)o1	1	-6	-2	1.1	0.9	1	0.9	-6	1.1	8
Cc1nc2cc(NC(=O)N3c4ccccc4CC3C)ccc2n1C (configuration not stated)	-2	-3	-13	1.2	1	1	1	-24	1	3
OCCN1CCN(CC(O)COc2ccc(-c3ccccc3)cc2)CC1 (configuration not stated)	96*	-4	-14	1	1	1.1	0.9	4	1	9
COc1ccc(N2C(=O)CC(Sc3ncn[nH]3)C2=O)c(OC)c1 (configuration not stated)	10	-3	-42	1.2	0.3	0.5	0.9	-21	1	12
CC1COC2C(O1)N(S(C)(=O)=O)CCN2S(C)(=O)=O (configuration not stated)	-3	-6	-12	0.9	1	1	1	5	1.1	-2
O=C(CC1C(=O)NCCN1Cc1ccc(-c2ccccc2)cc1)NCC1CC1 (configuration not stated)	-3	-1	-6	1.1	0.9	0.7	0.9	-7	1	14
CCOc1cc(CN2CCN(CCc3ccccc3)C(CCO)C2)ccc1OC (configuration not stated)	19	-6	-13	0.9	1	1.1	0.7	10	1.1	29
CN(Cc1nc2ccccc2n1C)S(C)(=O)=O	-7	1	-5	1	0.9	1	0.9	-4	1	7
CCOC(=O)N1CCC(NC(=O)C(CC(C)C)NC(=O)C2CCC(C)CC2)CC1 (configuration not stated)	-4	-2	-25	1.2	1	1	0.9	-21	1	9
CCOc1ccccc1-n1c(SCC(N)=O)nc2ccccc2c1=O	-1	-3	-11	0.9	1	1	0.9	11	1	12
CCOC(=O)/N=C(/NC(=O)Nc1ccc(C(=O)OCC)cc1)OC	-5	-4	-4	1	1	1	1	3	1	3
COc1cccc(NC(=S)NNC(=O)Cn2nc([N+](=O)[O-])cc2C)c1	3	-6	-157	1.3	1.1	1.1	0.8	-30	1.1	21
Cc1ccc(C(c2c(C)[nH][nH]c2=O)c2c(C)[nH][nH]c2=O)cc1[N+](=O)[O-]	58*	30	0	1.4	0.8	0.8	1	-41	0.7	0
O=C(Nc1ccc2c(c1)OCO2)N1CCN(c2cccc(C(F)(F)F)c2)CC1	5	-3	-10	0.9	0.8	0.8	0.7	6	1	30
COc1cc(OC)c(/C=N/NC(=O)c2ccc(NC(C)=O)cc2)cc1Br	-1	-6	-15	1.1	0.9	0.9	0.8	-11	1.1	16
O=C(Nc1nnc(-c2cccc(F)c2)s1)Nc1ccccc1F	-5	-6	-6	1.1	1.2	1.1	1.2	-9	1.1	-23
COc1ccc(Cl)cc1C(=O)NCC#N	-4	-1	-9	1	1	1	0.9	4	1	11
O=C(COc1ccccc1F)N1CCc2ccccc2C1	-3	-2	-4	1	1	0.9	0.9	4	1	6
Cc1cccc(N2CCN(C(=O)C3CCN(S(=O)(=O)c4c(C)noc4C)CC3)CC2C)c1 (configuration not stated)	22	1	-7	1.2	1	0.9	0.9	-19	1	6
CCOc1ccc2nc(SCC(=O)c3ccc(C)s3)sc2c1	-3	-4	-6	0.9	1	1	1.1	6	1	-7
COc1ccccc1NC(=O)CCn1cccc1	-2	-2	-7	0.7	1.1	1.1	1.1	27	1	-7
CC(/C=C/C1(O)C(C)CC(=O)CC1(C)C)OC1OC(CO)C(O)C(O)C1O (configuration not stated)	-17	-6	-3	0.9	0.9	1	0.8	10	1.1	19

Overlap with the part before: 5 entries, followed by the next part.
SMILES	L major viab	TNAP inh hiacc	TNAP inh noacc	bIAP act	PMI activator	PMI act satM6P	Diaph act CS	bIAP inh	TNAP act hi DEA	Diaphorase inh
O=C(COc1ccccc1F)N1CCc2ccccc2C1	-3	-2	-4	1	1	0.9	0.9	4	1	6
Cc1cccc(N2CCN(C(=O)C3CCN(S(=O)(=O)c4c(C)noc4C)CC3)CC2C)c1 (configuration not stated)	22	1	-7	1.2	1	0.9	0.9	-19	1	6
CCOc1ccc2nc(SCC(=O)c3ccc(C)s3)sc2c1	-3	-4	-6	0.9	1	1	1.1	6	1	-7
COc1ccccc1NC(=O)CCn1cccc1	-2	-2	-7	0.7	1.1	1.1	1.1	27	1	-7
CC(/C=C/C1(O)C(C)CC(=O)CC1(C)C)OC1OC(CO)C(O)C(O)C1O (configuration not stated)	-17	-6	-3	0.9	0.9	1	0.8	10	1.1	19
CCN(CC)S(=O)(=O)c1cc(C(=O)Oc2cccc(-c3cnc4ccccc4n3)c2)ccc1Br	3	-6	-6	0.7	1	1.1	1	30	1.1	4
O=C1C2(c3ccccc3)CN(CCO)CC1(c1ccccc1)CN(CCO)C2	-4	-5	-14	1.2	1	1.1	1	-16	1	1
Cn1nnc2cc(NC(=O)N3CCN(c4ccccn4)CC3)ccc21	-2	-2	-12	0.9	0.9	0.9	0.9	11	1	6
CC1CCN(C(=O)c2ccc(S(=O)(=O)N(C)C)cc2)C(C)C1 (configuration not stated)	0	1	-9	1	1	1	0.9	1	1	6
Cc1ccc(CNS(=O)(=O)NCc2ccccc2)cc1	-8	-4	-28	0.9	1	1	0.9	10	1	10
CCS(=O)(=O)c1ccc2oc(=O)c(/C=C(\O)c3ccc(Cl)cc3)nc2c1	-6	2	10	0.9	0.9	0.8	0.8	9	1	20
CCCOc1ccc(N2C(=O)CC(S/C(N)=N/N=C(\C)c3cccs3)C2=O)cc1 (configuration not stated)	2	-3	-5	1	1	1	1	2	1	5
COC(=O)c1cc(C(=O)Cc2ccccc2)c[nH]1	-5	0	-1	1.1	0.9	0.9	0.9	-6	1	14
CC1CC(C)CN(C(=O)CN2CCN(Cc3ccc(Cl)cc3)C2=O)C1 (configuration not stated)	0	-1	-12	1	1	1	0.9	1	1	11
C/C(=N\NC(=S)NC(C)C)c1ccc2c(c1)OCCO2	3	-2	-11	1	1.1	1.1	0.9	1	1	9
CN(C)S(=O)(=O)c1cccc(-n2sc3ccccc3c2=O)c1	55*	1	-4	1.1	0	0.2	0.8	-6	1	23
Cc1ccc(NCC(=O)N/N=C\c2cccc(O)c2)cc1	-1	0	-2	1	1	0.8	1	-2	1	4

Single records, as listed above. Values in the order: L major viab	TNAP inh hiacc	TNAP inh noacc	bIAP act	PMI activator	PMI act satM6P	Diaph act CS	bIAP inh	TNAP act hi DEA	Diaphorase inh
COC(=O)c1cc(C(=O)Cc2ccccc2)c[nH]1 is entered as -5	0	-1	1.1	0.9	0.9	0.9	-6	1	14
CCCOc1ccc(N2C(=O)CC(S/C(N)=N/N=C(\C)c3cccs3)C2=O)cc1 (configuration not stated) is entered as 2	-3	-5	1	1	1	1	2	1	5

Assay outcomes (PubChem)
